# E-sel inducer: induces E-selectin expression in human endothelial cells. 260,000 compounds, 0.37% hits. activation, % at 7.58 µM. HUVEC E-selectin immunofluorescence imaging; normalized: neutral wells 0, TNF-alpha wells 100. P16581;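 active = mean E-selectin-positive cell signal at least 10% of the positive control, reached in at least 60% of replicates, without over 20% cell loss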;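 note: in these data hits start at about 27%; measured in HUVEC primary endothelial cells; signal is the percent of cells scored E-selectin positive by PE staining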
#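 Assay system: HUVEC, human umbilical vein endothelial cells / Amount: 3,000 HUVEC/well / Controls: TNF-alpha positive control, DMSO neutral control / Compound dosing: single concentration / Medium: EGM-2 over gelatin coat / Evaluation: percent E-selectin-positive cells / Signal: immunofluorescence imaging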
# ERp5 block: blocks human ERp5 reductase activity on insulin | Q15084 | ERp5 insulin aggregation, absorbance 650 nm, 90 min | inhibition, % at 9.99 µM | 350,000 compounds, 0.05% hits;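 active = mean replicate inhibition above about 25%, with every replicate also reaching it, limit read from the data, passing the limit was not always enough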
# Target sequence (Q15084 whole entry, looked up): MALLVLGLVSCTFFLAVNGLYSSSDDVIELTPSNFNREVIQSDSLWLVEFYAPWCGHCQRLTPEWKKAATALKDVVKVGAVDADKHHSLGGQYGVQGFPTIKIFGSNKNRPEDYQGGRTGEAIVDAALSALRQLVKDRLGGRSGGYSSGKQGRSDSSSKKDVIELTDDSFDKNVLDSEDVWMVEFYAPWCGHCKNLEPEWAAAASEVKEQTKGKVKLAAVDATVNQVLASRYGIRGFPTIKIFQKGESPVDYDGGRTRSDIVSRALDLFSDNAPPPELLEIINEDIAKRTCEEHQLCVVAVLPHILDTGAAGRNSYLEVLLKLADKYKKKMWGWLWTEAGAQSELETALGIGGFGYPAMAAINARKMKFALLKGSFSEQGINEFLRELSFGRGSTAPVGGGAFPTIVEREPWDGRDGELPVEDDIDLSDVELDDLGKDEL
# esBAF inh: blocks esBAF chromatin remodeling in mouse ES cells; Bmi1-luciferase knock-in reporter, 24 h; 100% = twice the neutral-well signal; reporter increase, % at 12.5 µM; 350,000 compounds, 2% hits; AID 602393; in the data active = activation above about 40%;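 note: 0% = median of the plate's neutral control wells and 100% = double that signal; a rise in the Bmi1 reporter signal indicates esBAF inhibition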
# S100A4 inh HTS: S100A4-myosin IIA interaction inhibition. inhibition, % at 10.7 µM. S100A4/TAMRA-MyoIIA peptide fluorescence polarization. 360,000 compounds, 0.14% hits;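 active = mean inhibition of at least 70% across replicates, with every replicate also reaching that level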
# Target sequence (P26447 whole entry, looked up): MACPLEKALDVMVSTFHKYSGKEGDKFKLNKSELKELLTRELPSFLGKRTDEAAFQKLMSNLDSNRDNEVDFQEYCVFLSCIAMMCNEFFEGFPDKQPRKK
#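 System – human S100A4 monomer protein, biochemical binding assay · Buffer or medium – Calcium-containing HEPES buffer, pH 7.2 · Timing – 5 min between mix addition and reading · Also added – TAMRA-labelled myosin IIA heavy-chain peptide probe, 5 nM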
# ERAP1 HTS inh: inhibitors of human ERAP1 aminopeptidase; recombinant ERAP1, Leu-AMC fluorescence, 60 min; inhibition, % at 10.7 µM; 340,000 compounds, 0.15% hits; AID 652197;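 active = mean replicate inhibition of at least 30%, or all replicates individually reaching that 30% level; inactive = mean below 30% and not every replicate reaching it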;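 note: 0% = neutral control wells and 100% = L-leucinethiol positive control wells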
# Xi reactivation: X-chromosome reactivation activator; AID 743238; 360,000 compounds, 0.055% hits; XiGFP mouse fibroblasts, % GFP-positive cells imaging, 3 d; cells co-treated with 5-aza-dC sensitizer; scaled so ellipticine positive control = 100%; activation, % at 7.58 µM;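 active = mean normalized replicate activation at least 10% and every replicate at or above 10%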;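 note: 0% = median of on-plate neutral control wells and 100% = ellipticine 6 µM median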
#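 material = 68-5-11 XiGFP fibroblast line | medium = DMEM plus 5-aza-dC sensitizer | schedule = 3 days compound exposure | benchmarks = positive control ellipticine, 6 µM final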
# RAD54 inh: inhibitors of human RAD54 branch migration | RAD54 Holliday junction branch migration, FAM/BHQ fluorescence | inhibition, % at 10.4 µM | 360,000 compounds, 0.14% hits;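 active = mean normalized replicate activity at least 40 and at least half of replicates scoring 40 or more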;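 note: 0% = median of neutral control wells and 100% = median of positive control wells; inhibitors cause a drop in the FAM fluorescence signal; in these data hits start at about 50%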
# RAD52 anneal inh: inhibitors of human RAD52 DNA annealing; P43351; recombinant RAD52 DNA annealing, FRET fluorescence; inhibition, % at 18.7 µM; 360,000 compounds, 0.46% hits;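 active = every replicate showing at least 50% inhibition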
# Active calls of the source: *; i = inactive; · = no result given; & = joins results of further samples.
SMILES,E-sel inducer,ERp5 block,esBAF inh,S100A4 inh HTS,ERAP1 HTS inh,Xi reactivation,RAD54 inh,RAD52 anneal inh
O=C1NC[C@H](Cc2ccc(O)cc2)N(C[C@@H]2CCCN2C[C@H](Cc2ccc(O)cc2)N2C[C@H](Cc3ccccc3)N(CCc3ccccc3)C(=O)C2=O)C1=O,0.0,4,·,0,0,-0.1,·,-4
CC(C)C(=O)N1CCN(c2nc3ccc(Cl)cc3s2)CC1,·,4,80*,-8,0,0.0,1,1
CC(N)c1csc(Nc2ncccn2)n1 (configuration not stated),3.8,-10,·,-7,1,-0.1,-12,-10
NC1=NC2OC(CO)C(O)C2O1 (configuration not stated),-0.4,4,-6,8,1,0.1,-1,0
Cc1ccc[n+](C(C)C(=O)Nc2ccc(C)c(C)c2)c1 (configuration not stated),·,3,0,11,2,0.0,-5,-7
COC(=O)[C@@H]1[C@@H](CO)[C@@H]2Cn3c(ccc(C4=CCCC4)c3=O)[C@@H]2N1Cc1cncnc1,0.0,1,-6,0,2,0.6,1,-52
C[C@H]1CCCCO[C@@H](CN(C)C)[C@@H](C)CN([C@@H](C)CO)C(=O)c2cc(NC(=O)Nc3cccc4ccccc34)ccc2O1,0.1,1,-3,1,0,-1.2,-2,32
COc1ccc(-c2nc3ccccc3c(=O)n2CC(C)C)cc1,0.4,5,0,-9,-4,0.0,-10,-13
Cc1c(C(=O)NCc2ccc3c(c2)OCCO3)sc(=O)n1Cc1ccc(C(=O)N(C)C)cc1,·,6,-5,7,·,-0.2,8,5
CCN(c1ccccc1)S(=O)(=O)c1ccc(Cl)c(NC(=O)CN2CCN(C)CC2)c1,0.2,7,1,-3,2,-0.9,-5,7
O=C(C[C@H]1CC[C@H](NC(=O)C2CC2)[C@@H](CO)O1)NCCCN1CCOCC1,-0.3,-5,-1,1,0,0.2,-4,-17
CCC(=O)N1C[C@H](O)COC[C@H]2O[C@H](CC(=O)NCc3ccc(Oc4ccccc4)cc3)CC[C@@H]21,-0.2,5,8,4,1,0.3,-14,1
Cn1c(=O)[nH]c(=O)c2c1nc(NCCCO)n2CCCc1ccccc1,·,3,-4,1,0,·,-2,6
Cc1noc(C)c1NC(=O)N(C)C[C@@H]1OCCCC[C@H](C)Oc2ccc(NC(=O)NC3CCCCC3)cc2C(=O)N([C@@H](C)CO)C[C@H]1C,·,-1,-3,-71,-5,0.3,-5,1
CN1C(=O)/C(=C/c2ccc(C(=O)NC3CCCC3)cc2)Oc2ccccc21,-0.9,0,16,2,·,-0.1,·,-15
CN1CCN(CC(=O)Nc2ccccc2C(F)(F)F)CC1,1.1,0,-1,29,0,0.1,-5,6
CC(C)N(C)c1ncnc2c1ncn2[C@H]1CN(CCc2ccccc2)C[C@@H](CO)O1,0.1,-1,0,-5,-2,0.0,3,-3
Cc1cc(C(=O)Nc2cccc3c2O[C@@H](CN(C)C)[C@H](C)CN([C@H](C)CO)C3=O)n(C)n1,-0.1,3,-5,6,-2,0.3,8,-6
COC(=O)c1cc(OC)c(OC)cc1NC(=O)CCN1C(=O)C2CCCCC2C1=O (configuration not stated),·,0,-3,-1,-1,0.0,2,4
Cc1nn(CC(=O)Nc2ccc(C#N)cc2)c(C)c1[N+](=O)[O-],·,6,-1,0,-1,-0.1,·,-11
O=C(Nc1ccnn1C1CCN(CCCc2ccccc2)CC1)c1ccccc1Cl,0.1,3,-3,-2,-2,0.6,-1,-19
COc1ccc(CN(C)C[C@H]2Oc3ccc(NC(=O)Nc4cccc5ccccc45)cc3C(=O)N([C@H](C)CO)C[C@H]2C)cc1,·,-6,-7,5,-4,·,5,4
COCC(=O)Nc1ccc2c(c1)OC[C@@H](C)N(C(=O)c1ccccc1)C[C@@H](C)[C@H](OC)CN(C)C2=O,1.3,-2,-1,12,3,-0.2,7,-13
Cc1cccc(CNc2ccc(S(=O)(=O)N3CCCCC3)cc2)c1,·,3,-2,0,0,-0.1,-4,7
COCC(=O)N1CC2(C1)CN(S(C)(=O)=O)[C@@H](CO)c1c2c2ccc(OC)cc2n1C,0.7,-5,·,-3,0,0.1,·,7
O=C(C[C@@H]1CC[C@@H]2[C@H](COC[C@H](O)CN2Cc2cc(F)ccc2F)O1)NCc1ccc(F)cc1,0.0,0,2,0,1,0.2,0,-7
O=C(COc1ccccc1)Nc1ccc(F)cc1,0.3,6,·,-1,·,0.1,·,-18
CC(C)(CO)NC(=O)CC1C(=O)NCCN1CC(c1ccccc1)c1ccccc1 (configuration not stated),5.8,-8,·,2,1,-0.1,·,-4
Cc1ccc(/C=N/NC(=O)Cn2ccc(C(F)(F)F)n2)o1,·,1,·,-3,1,0.1,·,-10
CC1(C)Cc2c(C#N)c(SCCO)nc(N3CCOCC3)c2CO1,·,2,-3,-2,-3,0.0,-9,-4
C[C@H]1CCCCO[C@H](CN(C)C(=O)Nc2ccccc2)[C@@H](C)CN([C@@H](C)CO)C(=O)c2cc(NC(=O)Nc3ccc(F)cc3)ccc2O1,-0.1,1,2,0,-3,0.1,-11,3
COc1ccc(CCc2nnc(CCC(=O)NCCc3ncccc3C)o2)cc1,1.9,-1,·,14,1,0.1,·,-7
O=C(Oc1cccccc1=O)c1ccccc1,3.4,3,-8&0,6&-11,11,0.0,-10,1
CCN(c1ccccc1)S(=O)(=O)c1ccc(OC)c(NC(=O)c2cc(F)c(F)c(F)c2F)c1,-0.9,2,-9,-3,-2,0.1,-5,3
CCCS(=O)(=O)N1CCC(CCOc2ccccc2)(C(=O)OCC)CC1,·,0,·,4,-1,0.0,·,-7
C/C=C/c1ccc([C@H]2[C@@H](CO)N(C(C)=O)[C@@H]2CN(CC(C)C)C(=O)CC)cc1,0.1,8,·,8,0,0.0,·,-14
CCCN1Cc2cccc(C(=O)NCc3ccc(C)cc3)c2C1=O,-0.5,6,3,-3,14,0.0,-3,6
O=C(CSc1ccc(Cl)cc1)NCc1ccncc1,·,-2,5,-2,-1,0.0,-6,-9
Clc1cccc(CN2CCSCC2)c1,-0.2,0,0,-17,-2,0.0,4,-11
Nc1ccc2nc3c(=O)n(C4CCCCC4)c(=O)[nH]c3nc2c1,·,-7,37,-13,-3,0.1,·,i
C[C@H](CO)N1C[C@H](C)[C@@H](CN(C)C(=O)CC2CC2)Oc2cc(-c3ccncc3)ccc2S1(=O)=O,0.0,4,0,-4,2,0.3,2,8
Brc1ccc2nc(-c3c[nH]c4ccccc34)cn2c1,9.8,2,-29,-1,·,0.0,5,-12
O=C(Nc1ccc2c(c1)OCCO2)C1c2ccccc2C(=O)N2CCc3ccccc3C12 (configuration not stated),0.1,4,-7,2,6,0.2,-8,-3
COCCn1c(SCC(=O)N2CCC(C)CC2)nc2c([nH]c3ccccc32)c1=O,·,2,0,-5,2,0.2,2,1
Nc1cccc2c1C(=O)c1ccc(Cl)cc1C2=O,·,3,36,-19,-9,0.0,-9,-9
CN(Cc1cccc(F)c1)C(=O)c1ccc(S(=O)(=O)N2CCCCCC2)cc1,0.2,1,-2,0,-1,0.4,7,2
O=C(CNC(=S)N(Cc1ccccc1)Cc1cccnc1)NCc1ccccc1,10,-4,·,-14,1,0.3,·,-4
O=S(=O)(c1ccc2c(c1)CCCN2)N1CCCCC1,-1.5,·,-4,0,1,0.0,-6,-27
O=C(NNC(=O)C1[C@H]2CCCC[C@@H]12)NC1CCCCC1 (some centres not stated),0.2,5,·,3,0,0.3,·,0
O=C(Nc1nnc([C@@H]2C[C@H](O)[C@@H](CO)O2)s1)c1cccc(OC(F)(F)F)c1,0.2,-1,-6,-2,0,0.3,-9,-9
COc1ccccc1/C=C/C(=O)c1ccc(NC(C)=O)cc1,·,-5,·,24,3,0.1,5,-19
NC(=O)CC(NC(=O)c1ccccc1)c1ccc(NCCc2cccc(F)c2)c([N+](=O)[O-])c1 (configuration not stated),0.0,-2,-3,-16,-4,-0.3,3,-29
COc1ccc(NC(=O)c2sc3nc(C)nc(N4CCN(c5ccccn5)CC4)c3c2C)c(OC)c1,·,5,-5,-1,3,0.0,4,-20
